# FH mod: Identification of activators of human fumarate hydratase by quantitative high-throughput screening | Fumarate hydratase, mitochondrial (Homo sapiens), P07954 | FH coupled MDH/diaphorase resazurin fluorescence, 15 min | Potency, µM (titrated, usually from 79.9 µM), without a hit: top-dose activity change, negative = inhibition, hits mostly inhibitors | actives 0.22% (n = 54,000); also: potency is read from the fitted curve at half-maximal effect; % is scaled to controls: 0 for no effect and ±100 for the full control effect; the screen sought activators but most active calls are inhibition curves; nearly all actives have a fitted effect of over 45% in size
# NTMT1 inh: NTMT1 methyltransferase inhibition; Q9BV86; NTMT1 MTase-Glo SAH luminescence, purified enzyme; Potency, µM (doses to about 114 µM), for the others: at the highest dose activity change, negative = inhibition, hits mostly inhibitors; actives 2.5% (n = 59,000);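 also: potency is read from the fitted curve at half-maximal effect; plate controls were DMSO vehicle for no effect and no enzyme for full effect; nearly all actives have a fitted effect of over 65% in size; many of its hits are not listed in these tables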
# Target sequence (Q9BV86 whole entry, looked up): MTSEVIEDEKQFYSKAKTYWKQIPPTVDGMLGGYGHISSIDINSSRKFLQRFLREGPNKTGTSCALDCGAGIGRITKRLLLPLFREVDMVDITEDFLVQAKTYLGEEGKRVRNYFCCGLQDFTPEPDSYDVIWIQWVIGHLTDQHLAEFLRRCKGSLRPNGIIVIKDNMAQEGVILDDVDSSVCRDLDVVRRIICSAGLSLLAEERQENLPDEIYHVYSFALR
# p53null 39C kill: p53 null cell cytotoxicity, nonpermissive temperature. H1299 p53-null (neo) cells, 39C, ATPlite viability, 24 h. Potency, µM (series often up to 46.1 µM), without a hit: at the highest dose activity, negative = cell killing, hits mostly cytotoxic. actives 0.97% (n = 55,000);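 also: potency is read from the fitted curve at half-maximal effect; 0% = DMSO only and -100% = full killing by 100 µM tamoxifen; nearly all actives have a fitted effect of over 50% in size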
#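 Temperature-shift cytotoxicity format: compound titrations on p53-null or A138V-expressing H1299 cells held 24 hr at 39C, cell ATP then measured, AC50 from Hill model.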
# GALK inh: inhibitors of human galactokinase (GALK) | P51570 | recombinant GALK, Kinase-Glo ATP luminescence, 1 h | Potency, µM (doses to about 57.5 µM), for inactives: at the highest dose activity, negative = inhibition, actives largely listed as inhibitors | 44,000 tested, under 10 active;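 also: plate controls were full GALK reaction for no effect and reaction lacking GALK for full effect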
#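 5 nM GALK with 35 µM ATP and 100 µM galactose in HEPES pH 8.0, MgCl2, NaCl, DTT, BSA; 1 h RT reaction, remaining ATP detected by Kinase-Glo Plus luminescence after 10 min; qHTS concentration series.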
# p53null 32C tox: selectivity test: cytotoxicity in p53 null cells, permissive temperature; H1299-neo p53 null cells, ATP luminescence, 24 h, 32C; Potency, µM (top dose mostly 46.1 µM), for the others: top-dose activity change, negative = cytotoxicity, actives largely listed as cytotoxic; actives 0.62% (n = 55,000); AID 903;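 also: potency is read from the fitted curve at half-maximal effect; 0% = DMSO only and -100% = full killing by 100 µM tamoxifen; nearly all actives have a fitted effect of over 55% in size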
#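 H1299-neo (p53-null) cells, 600/well, were pre-incubated overnight at 37C, then exposed to compounds at up to 46 uM for 24 hr at 32C. Viability was measured as ATP content by luminescence, and AC50 values came from Hill fits.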
# PTAP-TSG101 blk: TSG101-PTAP interaction inhibition, HIV-1 budding; Q99816; AID 1347069; Potency, µM (series often up to 115 µM), for the others: top-dose activity change, negative = inhibition, most hits filed as inhibitors; Fluorescence polarization, FITC-PTAP peptide/Tsg101, 20 min; 44,000 tested, under 10 active; also: potency is read from the fitted curve at half-maximal effect; 0% is about no effect
# Target sequence (Q99816 whole entry, looked up): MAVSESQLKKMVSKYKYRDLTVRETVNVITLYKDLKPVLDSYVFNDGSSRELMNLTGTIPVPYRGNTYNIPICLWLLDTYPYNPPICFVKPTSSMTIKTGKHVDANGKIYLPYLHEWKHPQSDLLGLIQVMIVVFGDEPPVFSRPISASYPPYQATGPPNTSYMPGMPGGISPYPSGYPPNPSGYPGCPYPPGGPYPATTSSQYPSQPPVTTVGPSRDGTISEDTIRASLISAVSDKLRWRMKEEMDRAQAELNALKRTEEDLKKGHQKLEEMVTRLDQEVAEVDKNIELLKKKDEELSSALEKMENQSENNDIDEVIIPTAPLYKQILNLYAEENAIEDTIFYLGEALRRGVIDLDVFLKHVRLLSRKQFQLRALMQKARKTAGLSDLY
#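 qHTS FP binding, 20 min r.t.: 10 uM Tsg101 domain + 50 nM FITC-PTAP peptide, pH 7.5 HEPES buffer with TCEP and EDTA.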
# B2AR arrestin ag: ADRB2 beta-arrestin recruitment; Potency, µM (top dose mostly 46.1 µM), for the others: at the highest dose activation, most hits filed as activators; HTLA Tango cells, beta-arrestin recruitment, luciferase luminescence, 18 h; P07550; 44,000 tested, under 10 active;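 also: potency is read from the fitted curve at half-maximal effect; 0% = DMSO and full agonism = EC100 isoproterenol or metaproterenol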
# Target sequence (P07550 whole entry, looked up): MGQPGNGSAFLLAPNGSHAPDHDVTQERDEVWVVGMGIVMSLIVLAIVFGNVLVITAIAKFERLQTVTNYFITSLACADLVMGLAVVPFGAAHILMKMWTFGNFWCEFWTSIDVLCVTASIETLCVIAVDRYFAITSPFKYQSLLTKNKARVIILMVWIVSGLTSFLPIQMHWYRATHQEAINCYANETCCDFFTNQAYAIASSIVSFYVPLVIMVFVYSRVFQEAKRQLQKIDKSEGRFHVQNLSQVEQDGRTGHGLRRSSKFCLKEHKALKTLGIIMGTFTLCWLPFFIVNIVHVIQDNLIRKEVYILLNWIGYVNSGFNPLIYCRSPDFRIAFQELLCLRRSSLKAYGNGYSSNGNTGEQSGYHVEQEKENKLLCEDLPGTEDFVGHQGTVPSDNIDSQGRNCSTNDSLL
#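 Luminescence read-out: arrestin recruitment to recombinant beta2-AR releases tTA, inducing luciferase. Cells exposed 18 hr at 37 degrees C to up to 46 microM compound; %Activity from corrected signal, concentration-response curves classified by r2, magnitude and efficacy.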
# The depositor's hits bear a star; ? = inconclusive; · = no result given; [ ] = another dose, or the depositor's remark. Calls follow the shape of the dose curve; as a rule, active = well fitted curve in the direction sought with a large enough effect; inconclusive = small, poorly fitted or top-dose-only effect, or another doubt; inactive = no such curve, though single readings can be large; an effect the other way counts as inactive or inconclusive. Not all compounds are listed, so the mix of outcomes need not match the whole.
no.	SMILES	FH mod	NTMT1 inh	p53null 39C kill	GALK inh	p53null 32C tox	PTAP-TSG101 blk	B2AR arrestin ag
1	CCN(CC)CCOC(=O)c1ccc(NC(=O)c2cc3cc(OC)ccc3oc2=O)cc1	0%	3%	5%	0%	-3%	-6%	0%
2	CCOc1ccccc1NC(=O)Cn1c(=O)n(-c2ccc(C)c(C)c2)c(=O)c2oc3ccccc3c21	-1%	5%	-14%	1%	9%	-4%	-1%
3	CC(=O)N1c2ccc(S(=O)(=O)NCC3CCC(C(=O)Nc4cc(C)cc(C)c4)CC3)cc2CC1C (configuration not stated)	-16%	-3%	1%	3%	8%	-8%	-1%
4	CCN(CC)CCOC(=O)c1ccc(NC(=O)c2cc3cccc(OC)c3oc2=O)cc1	4%	8%	11%	2%	-3%	-1%	0%
5	Cc1c(Cl)cccc1NC(=O)CN1C(=O)c2ccccc2Sc2ncccc21	-5%	1%	-20%	-6%	-5%	1%	0%
6	CCOc1ccc(/C=C/c2nc(C#N)c(NCCCN(C)C)o2)cc1	-5%	-12%	-19%	1%	-4%	-1%	-1%
7	COc1ccc(-c2noc(-c3ccc(NC4CCCCC4)c([N+](=O)[O-])c3)n2)cc1OC	-17%	-1%	-8%	3%	-10%	0%	-1%
8	CCCNC(=O)CCn1nc(-c2ccccc2)c2ccccc2c1=O	-4%	-5%	-22%	0%	3%	0%	-1%
9	COc1ccccc1N1CCN(C(=O)CCn2cnc3onc(-c4ccc(F)cc4)c3c2=O)CC1	?	11%	4%	-1%	-5%	-4%	0%
10	Cc1cccc(C)c1OCCn1c(C2CC(=O)N(Cc3ccc(F)cc3)C2)nc2ccccc21 (configuration not stated)	?	-11%	7%	2%	-4%	0%	-1%
11	COc1ccccc1NC(=O)C1=C(C)Nc2nc3ccccc3n2C1c1ccccc1Cl (configuration not stated)	-21%	13%	-12%	2%	9%	-4%	1%
12	Cc1ccc(S(=O)(=O)c2cn(C)c3cc(N4CCCCCC4)c(F)cc3c2=O)cc1	-3%	1%	-9%	5%	-5%	0%	0%
13	CCOCCCNC(=O)c1ccc(-n2c(-c3ccccc3)cc3c2CCC(C)C3)cc1 (configuration not stated)	-8%	-5%	?	0%	-14%	1%	1%
14	CCC(C(=O)Nc1ccccc1OC)n1nc(C)c2sc3ccccc3c2c1=O (configuration not stated)	-27%	-1%	-4%	4%	-1%	1%	-3%
15	Cc1ccc(CNC(=O)CN2Cc3ccccc3C2=O)cc1	11%	-14%	-12%	0%	-4%	-1%	0%
16	COc1ccc(CCNC(=O)CCn2c(=O)c3cccn3c3cccnc32)cc1OC	5%	-4%	-13%	0%	-4%	-2%	0%
17	O=C(c1ccccc1Cl)n1nc(-c2cccnc2)nc1NCc1ccc(F)cc1	?	4%	-2%	2%	5%	2%	-1%
18	CCOCCCNC(=O)c1c(NC(=O)c2cc(=O)c3ccccc3o2)sc2c1CCC2	5%	-8%	10%	1%	3%	-4%	0%
19	COc1ccc(NC(=O)CSc2nc3ccccc3n2CC(=O)N2CCCC(C)C2)cc1 (configuration not stated)	-8%	-1%	1%	-4%	-3%	-10%	1%
20	COc1ccc(N2CCN(S(=O)(=O)c3c(C)nc4scc(C)n4c3=O)CC2)cc1	·	·	-14%	-1%	-5%	-2%	-1%

# Later entries.
no.	SMILES	FH mod	NTMT1 inh	p53null 39C kill	GALK inh	p53null 32C tox	PTAP-TSG101 blk	B2AR arrestin ag
21	CCn1c2ccc(F)cc2c2nnc(SCCN3CCCCC3)nc21	2%	-29%	14%	-1%	4%	2%	-2%
22	O=C(CN1C(=O)CC(c2ccccc2)=Nc2ccccc21)Nc1ccc(Br)cc1	-23%	-23%	-17%	0%	-10%	-1%	-1%
23	CCOC(=O)c1c(S(=O)(=O)N2CCCC(C(=O)N(C)Cc3ccccc3)C2)c(C)n(C)c1C (configuration not stated)	?	-3%	22%	-5%	0%	-1%	-3%
24	Cc1cccc(S(=O)(=O)c2cn(Cc3ccccc3)c3cc(N4CCCCC4C)c(F)cc3c2=O)c1 (configuration not stated)	-2%	0%	7%	-8%	-6%	-2%	0%
25	CC1=Nc2cc(C(=O)NCCc3ccc(Cl)cc3)ccc2Sc2ccc(C)cc21	?	9%	29%	0%	11%	-4%	-2%
26	CCOc1ccc2nc(SCC(=O)Nc3ccc(F)cc3)nc(-c3ccccc3)c2c1	-13%	6%	11%	4%	3%	-1%	-1%
27	CCOC(=O)c1cccc(NC(=O)CC2C(=O)N(c3ccc(F)cc3)C(=O)N2Cc2cccc(OC)c2)c1 (configuration not stated)	·	·	0%	4%	1%	1%	0%
28	COc1ccc(-c2cc(=O)oc3c4c(ccc23)OCN(Cc2cccc(OC)c2)C4)cc1	·	·	17%	?	12%	-3%	0%
29	CCOc1ccccc1CNC(=O)CC(C)n1ccc(C)n1 (configuration not stated)	3%	2%	-1%	2%	-5%	-1%	2%
30	CCCCn1c(Oc2cccc(C(=O)OC)c2)nc2c1c(=O)n(C)c(=O)n2C	-20%	1%	23%	2%	-2%	-3%	1%
31	CCC(C)n1c(SCc2ccc(C(C)(C)C)cc2)nc2ccsc2c1=O (configuration not stated)	-6%	0%	-8%	-2%	-7%	-2%	-2%
32	CCCCOC(=O)c1ccc(OC(=O)c2sc3ncn(Cc4cccc(F)c4)c(=O)c3c2C)cc1	-2%	19%	26%	2%	-5%	-3%	-1%
33	CCc1nc2nc(C)cc(Nc3ccc(OC)cc3)n2n1	-2%	-2%	-9%	-9%	0%	-10%	-2%
34	COc1cc(Br)cc2cc(S(=O)(=O)c3ccccc3)c(=O)oc12	-29%	4%	-4%	-1%	0%	-6%	1%
35	Cc1ccc(N2CC(C(=O)NCCS(=O)(=O)N3CCN(c4ccccc4)CC3)CC2=O)cc1C (configuration not stated)	-3%	0%	7%	3%	1%	1%	3%
36	Cc1ccc(Cl)cc1NC(=O)c1cnc(N2CCCCC2)c2ccccc12	-19%	89µM*	22%	5%	-2%	0%	1%
37	CCOc1cc(CNC(=O)Cn2ncn3c(cc4cc(F)ccc43)c2=O)cc(OCC)c1OCC	·	·	-10%	7%	-9%	-2%	-2%
38	CC(=O)c1ccc(NC(=O)Cn2c(-n3nc(C)cc3C)nc(C)cc2=O)cc1	-16%	5%	-3%	0%	5%	-1%	-4%
39	Cc1c(Cl)cccc1NC(=O)CN1C(=O)COc2ccc(S(=O)(=O)N3CCOCC3)cc21	-4%	12%	-22%	0%	3%	-14%	0%
40	COc1cc(CNC(=O)C2CCCCN2S(=O)(=O)c2ccc(F)cc2)cc(OC)c1OC (configuration not stated)	-13%	-14%	-3%	-2%	2%	-4%	0%

# Continuation.
no.	SMILES	FH mod	NTMT1 inh	p53null 39C kill	GALK inh	p53null 32C tox	PTAP-TSG101 blk	B2AR arrestin ag
41	Cc1cc(C)cc(Nc2sc(C(=O)c3ccccc3)c(N)c2S(=O)(=O)c2ccccc2)c1	-8%	3%	-8%	0%	18%	0%	-2%
42	CCC(C)NC(=O)Cn1c(-c2cccs2)cc2cc(Cl)ccc21 (configuration not stated)	-6%	6%	4%	3%	2%	0%	0%
43	CCn1cc2nc(SCC(=O)Nc3cccc(Cl)c3C)n(Cc3ccc(Cl)cc3)c(=O)c2n1	?	?	-9%	5%	-3%	1%	1%
44	CC(=O)Nc1nonc1-c1nnc(SCc2ccccc2Cl)n1C	-17%	2%	-9%	0%	-4%	-7%	-3%
45	CCOc1ccc(C2c3c(-c4ccc(C)cc4)n[nH]c3C(=O)N2c2ccc(Cl)cc2)cc1 (configuration not stated)	?	15%	41%[activator]	1%	56%[activator]	-9%	0%
46	CCOc1ccc(N(CC(=O)Nc2cc(C)ccc2C)S(=O)(=O)c2c(C)[nH]c(=O)[nH]c2=O)cc1	-5%	-8%	9%	0%	-13%	-6%	-1%
47	COc1ccc(C)cc1NC(=O)Cn1c(=O)oc2cc(S(=O)(=O)N3CCCCCC3)ccc21	2%	-5%	13%	-2%	2%	-1%	2%
48	CCCN(CCC)C(=O)C1CCCN(c2ncnc3c2nc2n3CCCCC2)C1 (configuration not stated)	-13%	-4%	15%	0%	21%	-1%	-1%
49	Cc1ccc(S(=O)(=O)N2CCC(C(=O)Nc3ccc(Oc4ccccc4)cc3)CC2)cc1	-13%	3%	10%	-1%	-1%	2%	1%
50	CCc1ccc2c(c1)NC(c1ccc(C)cc1)=NC(c1cccs1)=N2	?	-15%	13%	-12%	-4%	-4%	-1%
51	COc1ccc(CNC(=O)Cn2ncc3c(=O)oc4ccc(C)cc4c32)c(OC)c1	3%	?	9%	1%	4%	0%	0%
52	Cc1ccccc1CNC(=O)CCCn1nc(C)c2sc3ccccc3c2c1=O	-15%	-15%	12%	2%	-10%	-3%	-2%
53	CCc1ccc(CN(Cc2ccco2)c2cnc(S(C)(=O)=O)nc2C(=O)Nc2cccc(C)c2)cc1	-28%	6%	4%	-8%	8%	-2%	-3%
54	CC1=C(C(=O)N2CCN(c3cccc(C)c3C)CC2)C2(CCCCC2)OC1=O	-15%	?	-1%	8%	-1%	-1%	0%
55	Cc1cc(C)c2oc(C(=O)Nc3ccc(S(=O)(=O)Nc4nccc(C)n4)cc3)cc(=O)c2c1	-9%	-12%	-7%	-13%	4%	-2%	-2%
56	COc1ccc(-n2nnc(-c3nsc(NC(=O)c4cccs4)n3)c2C)cc1OC	?	9%	?	2%	-4%	2%	0%
57	Cc1ccc(-n2ncc(C(=O)NCCN3CCc4ccccc4C3)c2C2CCN(C(=O)OC(C)(C)C)CC2)cc1	?	1%	-13%	4%	18%	1%	-1%
58	CCCSc1ncc(Cl)c(C(=O)NCc2ccc(OC)cc2)n1	-4%	4%	7%	8%	14%	-5%	1%
59	COc1ccc(N(CC(=O)NC(C)c2ccccc2)S(=O)(=O)c2c(C)noc2C)cc1 (configuration not stated)	-6%	0%	21%	9%	6%	-5%	0%
60	O=C1CN(C(=O)c2ccc(S(=O)(=O)N3CCCC3)cc2)C(c2ccccc2)c2cc(F)ccc2N1 (configuration not stated)	-13%	1%	-12%	-6%	2%	0%	1%

# An excerpt from above, limited to B2AR arrestin ag, p53null 32C tox and p53null 39C kill:
entry | smiles | B2AR arrestin ag | p53null 32C tox | p53null 39C kill
12 | Cc1ccc(S(=O)(=O)c2cn(C)c3cc(N4CCCCCC4)c(F)cc3c2=O)cc1 | 0% | -5% | -9%
13 | CCOCCCNC(=O)c1ccc(-n2c(-c3ccccc3)cc3c2CCC(C)C3)cc1 (configuration not stated) | 1% | -14% | ?
14 | CCC(C(=O)Nc1ccccc1OC)n1nc(C)c2sc3ccccc3c2c1=O (configuration not stated) | -3% | -1% | -4%
15 | Cc1ccc(CNC(=O)CN2Cc3ccccc3C2=O)cc1 | 0% | -4% | -12%
16 | COc1ccc(CCNC(=O)CCn2c(=O)c3cccn3c3cccnc32)cc1OC | 0% | -4% | -13%

# Source: PubChem (National Center for Advancing Translational Sciences (NCATS))
